Assay outcomes (PubChem BioAssay)
Shn3 inh set2: Schnurri-3 reporter inhibition in Clone20 osteoblasts | Clone20 osteoblast Shn3 3'UTR firefly luciferase, 24 h | inhibition, % at 12.5 µM | 360,000 compounds, 0.52% hits | AID 588674;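 active = mean inhibition of at least 75% with every replicate also reaching 75%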;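 note: 0% = median of neutral control wells and 100% = pilot-screen positive control compound; some compounds past the cut are filed as inactive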
TRPM1 prom inh: reduces MITF-dependent TRPM1 promoter luciferase signal | SK-MEL-5 TRPM1 promoter luciferase, 24 h | inhibition, % at 12.5 µM | 330,000 compounds, 0.83% hits;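 active = mean inhibition across replicates of 60% or more, whatever share of single replicates reaches that level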; note: values of inactives mirror those of a sister screen read the other way
aDG glyco up: increases alpha dystroglycan glycosylation | AID 624168 | 360,000 compounds, 0.22% hits | activation, % at 10 µM | Pro5-aDG cells, alpha-DG glycosylation AlphaScreen (IIH6); 0% Pro5, 100% B10-LARGE cell signal;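 active = activation of at least 8% versus controls, or a plate z-score of at least 8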;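 note: Pro5 are CHO cells carrying HIG-tagged alpha-DG that lacks glycosylation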
CF NFkB inh: inhibitors of cystic fibrosis induced NF-kB. inhibition, % at 5 µM. 360,000 compounds, 0.86% hits. KKLEB NF-kB-GFP reporter, PAF-induced, GFP fluorescence overnight;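 active = at least 50% inhibition at 5 µM, scaled per plate between neutral and stimulator controls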;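 note: PAF is a Pseudomonas aeruginosa culture filtrate used as stimulus; plate controls were PAF-stimulated DMSO wells for no effect and unstimulated DMSO wells for full effect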
KKLEB tox: reduces viability of KKLEB cystic fibrosis airway cells | KKLEB CF airway cells viability, ATPlite luminescence, overnight; stronger effect = lower value; cells stimulated with P. aeruginosa culture filtrate | activity change (cytotoxicity), % at 5 µM | 360,000 compounds, 0.36% hits | AID 602141;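 active = corrected activity change at or below -50% at 5 µM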
HIF-2a inh: inhibitors of HIF-2a. inhibition, % at 18.8 µM. AID 624352. 786-0 RCC cells HIF-2a reporter, luciferase luminescence, overnight. 360,000 compounds, 0.72% hits;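 active = inhibition of the luminescence signal of 40% or more relative to plate controls, in a single-dose primary screen at 18.75 µM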
Peg3 prom inh: reduces Peg3 promoter-driven luciferase expression in HeLa; HeLa PEG-Prom luciferase reporter, luminescence, overnight; inhibition, % at 20 µM; 360,000 compounds, 1.7% hits; AID 588405;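 active = inhibition of at least 50% at 20 µM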
TWEAK Fn14 block: inhibitors of TWEAK-Fn14 interaction signaling | TWEAK-stimulated Fn14 reporter cells, luciferase luminescence, 8 h | 360,000 compounds, 2% hits | inhibition, % at 10 µM | AID 1159606; in the data active = inhibition above about 50%
NR2E3 ag-1: activates human NR2E3 receptor; AID 602229; CHO-S Gal4-NCOR/VP16-NR2E3 two-hybrid, luciferase; inhibition of corepressor binding, % at 3.98 µM; 360,000 compounds, 0.35% hits;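 active = inhibition above the mean of all tested compounds plus 3 SD, cut at about 70% in these data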;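 note: 0% = DMSO with NR2E3 transfected cells and 100% = cells lacking NR2E3 construct; higher means lower luciferase signal from less NR2E3 corepressor binding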
Target sequence (Q9Y5X4 whole entry, looked up, the tested form may be a part): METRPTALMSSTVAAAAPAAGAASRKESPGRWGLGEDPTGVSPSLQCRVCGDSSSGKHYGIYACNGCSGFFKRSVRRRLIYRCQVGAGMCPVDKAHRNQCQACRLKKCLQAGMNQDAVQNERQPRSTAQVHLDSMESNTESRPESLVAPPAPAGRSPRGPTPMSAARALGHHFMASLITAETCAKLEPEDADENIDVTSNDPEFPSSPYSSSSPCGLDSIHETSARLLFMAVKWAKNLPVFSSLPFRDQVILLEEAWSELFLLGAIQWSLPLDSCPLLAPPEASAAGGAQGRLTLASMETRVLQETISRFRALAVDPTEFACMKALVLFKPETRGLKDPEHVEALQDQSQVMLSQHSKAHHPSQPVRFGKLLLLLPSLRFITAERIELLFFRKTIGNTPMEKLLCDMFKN
NR2E3 ag-2: activates human photoreceptor nuclear receptor NR2E3; inhibition of corepressor binding, % at 4.78 µM; 320,000 compounds, 0.12% hits; Q9Y5X4; AID 2300; GST-NR2E3/biotin-RetCOR TR-FRET, 1536-well;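 active = percent inhibition above the cutoff of mean plus 3 SD of all tested compounds, set per screening campaign, cut at about 20% in these data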;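 note: 0% = DMSO wells and 100% = biotin wells as full block of FRET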
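System: GST-tagged NR2E3 plus biotinylated RetCOR corepressor; Buffer or medium: pH 7.5 Tris-based buffer; Probe or stimulus: RetCOR corepressor, biotinylated, 7 nM; Doses: compound at 4.8 µM, single dose; Schedule: 5 h incubation at 4 °C; Technique: time-resolved FRET; Evaluation: percent inhibition of TR-FRET ratio; Replication: one well per compound, singlicate testing.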
iPSC survival up: hiPSC single-cell survival enhancement. ATPlite luminescence; 100% = ROCK inhibitor wells, 0% = DMSO. survival enhancement, % at 20 µM. 360,000 compounds, 0.044% hits. AID 602274; in the data active = survival enhancement above about 18%;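 note: cells exposed to compounds for 16 hours before the ATP read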
The depositor's hits bear a star; x = no result given.

SMILES	Shn3 inh set2	TRPM1 prom inh	aDG glyco up	CF NFkB inh	KKLEB tox	HIF-2a inh	Peg3 prom inh	TWEAK Fn14 block	NR2E3 ag-1	NR2E3 ag-2	iPSC survival up
CC1CCCC(C)N1C(=O)COC(=O)c1cccnc1Cl (centres undefined)	4	1	-0.1	6	-1	5	4	-3	6	x	0.0
CC1CN(C(=O)CCC(=O)NCc2ccc(Cl)cc2)c2ccccc2S1 (centres undefined)	1	12	-0.2	-1	0	9	12	-4	25	3	2.7
Cc1ccccc1NC(=O)c1ccccc1NS(=O)(=O)c1cccc2cccnc12	-16	0	0.0	-8	10	17	15	2	14	-3	2.3
O=C(C(=O)c1ccc(O)c(O)c1)c1ccc(O)c(O)c1	-3	-4	-0.4	1	1	9	13	21	-23	x	-0.1
CN(CC(=O)NCc1ccccn1)S(=O)(=O)c1ccc(Br)cc1	-10	-3	0.1	-10	-9	22	10	6	-10	1	-0.6
Cc1ccc([C@@H]2CC=C(C(=O)O)CN2S(=O)(=O)c2ccccc2C)cc1	-20	8	1.0	-11	-5	12	2	9	-2	1	-1.7
Cc1ccc(NC(=O)CN(C)C(=O)C(Sc2ccccc2)c2ccccc2)cc1 (centres undefined)	-8	-3	0.1	13	-4	19	38	9	-1	4	-0.6
Cc1c(C(=O)NCc2ccccn2)oc2ccc(Br)cc12	-47	-99	0.5	-31	10	-258	-248	-14	-56	0	-0.1
CCc1ccc(/C=N\n2cnnc2)cc1	x	-6	-0.1	13	-2	14	20	-13	-20	3	-0.3
CCOCCCNS(=O)(=O)c1ccc(-n2cnnn2)c(OC)c1	3	-8	0.0	8	-2	14	-10	-18	-13	1	0.6
Cc1ccc2[nH]c(-c3cccc(N)c3)cc2c1	-127	-66	0.5	-27	16	-261	-339	1	-58	2	-2.4
CCCCN(C(=O)Cc1ccc(S(=O)(=O)N2CCOCC2)s1)c1c(N)n(CCCC)c(=O)[nH]c1=O	-17	-2	0.3	-5	9	4	9	8	-18	-2	-0.5
Cc1c(NC(=S)SCc2ccccc2)c(=O)n(-c2ccccc2)n1C	-2	-2	-1.3	10	1	4	0	23	-19	0	1.6
COc1cccc(CN(C)Cc2nc(C3CC3)no2)c1	0	-12	0.4	9	-14	1	-14	-29	22	2	-0.2
Cc1ccc2oc(C(=O)N3CCN(c4cccc(C)n4)CC3)c(C)c2c1	-38	-15	0.0	-5	0	-121	-29	69*	-5	0	0.5
Cc1ccc(NC(=O)C2OCCc3ccccc32)cc1Cl (centres undefined)	-6	-21	0.1	-29	4	-188	-92	-19	-53	-1	-0.4
Fc1ccccc1NC(=S)NCCc1ccccc1	-1	-54	-0.1	-18	5	-156	-181	-12	-80	1	-2.2
CCN(CC(=O)Nc1ccc2c(c1)OCCO2)C(=O)c1cccc(OCC(C)C)c1	-15	2	-0.2	14	-11	-39	-25	-3	-17	-5	0.3
Cc1cc(C(=O)COc2cccnc2[N+](=O)[O-])c(C)n1-c1ccccc1	90*	68*	0.1	9	0	74*	73*	90*	71*	-1	0.9
O=C(c1ccc(Cl)cc1)N(Cc1ccc(Br)cc1)N1C(=O)CCC1=O	-8	1	-0.1	-52	-12	21	4	6	-11	2	-0.7
CCCCSc1nc2c(=O)[nH][nH]c(=O)c2n1Cc1ccccc1	-1	18	-0.2	14	-4	15	1	11	-31	4	0.4
CCOC(=O)N1CCN(S(=O)(=O)c2ccc(C)cc2)C1c1ccc(OC)cc1 (centres undefined)	20	0	0.2	3	-4	12	9	-15	-40	-3	7.4
COc1cc(OC)c(C2C(C(=O)O)c3ccccc3C(=O)N2C)cc1OC (centres undefined)	0	10	-0.1	8	0	9	3	-1	-2	0	-0.3
CCOC(=O)c1[nH]c(C)c(C(=O)OCC(=O)NC(C)c2ccc(F)cc2)c1C (centres undefined)	9	12	-0.3	5	-37	5	23	19	-61	-1	-0.1
COc1ccc(N2CCC(CNC(=O)Nc3ccc(C)c(C)c3)C2)cc1 (centres undefined)	-2	2	-0.5	11	-4	-6	19	-26	-39	2	1.3

(list continues)
SMILES	Shn3 inh set2	TRPM1 prom inh	aDG glyco up	CF NFkB inh	KKLEB tox	HIF-2a inh	Peg3 prom inh	TWEAK Fn14 block	NR2E3 ag-1	NR2E3 ag-2	iPSC survival up
CN1CCN(c2nc(NCCOC34CC5CC(CC(C5)C3)C4)nc(OCC(F)(F)F)n2)CC1	0	4	0.3	-9	-3	22	15	23	6	1	1.4
CCc1ccc(N2CC(C(=O)N3CCCC3)CC2=O)cc1 (centres undefined)	-4	-3	0.1	2	3	0	-6	27	-4	1	2.2
NC1=NC(=O)C2(COC(c3cccnc3)OC2)S1 (centres undefined)	5	-8	-0.3	16	-4	8	-50	16	13	7	1.1
Cc1cccc(CN2CCOCCS2(=O)=O)c1	0	1	0.2	-3	0	2	-1	2	-17	1	-0.9
COc1ccc(Cn2c(C3CC3)nc3ccc(NC(=O)C4CC4)cc3c2=O)cc1	-79	-113	0.5	4	16	-262	-239	-19	-112	3	-0.6
CCc1nn(CC(=O)N(C)C2CCCCC2)c(=O)c2cc3cc(C)ccc3n12	0	3	0.2	-14	9	1	11	0	-10	-2	-0.4
NS(=O)(=O)c1cccc(NC(=O)COC(=O)C2(c3cccc(F)c3)CCCC2)c1	10	-6	0.0	2	10	18	2	0	18	3	-0.5
COc1cc(NC(=O)CCNC(=O)Cn2cnc3sc4c(c3c2=O)CCCC4)cc(OC)c1OC	10	10	0.0	-11	-1	1	19	-3	12	0	-0.4
COc1ccc(OC)c(Nc2nc(-c3ccccc3O)nc3ccccc23)c1	17	-28	0.1	-5	-7	-2	9	-2	-12	1	0.5
c1ccc(-n2nnnc2SCc2cccc3nsnc23)cc1	19	-13	0.7	-8	12	0	6	6	-1	-2	12
C/C(=N\Nc1ccc(C(F)(F)F)cc1[N+](=O)[O-])C(C)C	13	-4	-0.1	4	7	9	-6	-14	-8	3	-1.6
CCCCC(=O)Nc1ccc(NC(=O)c2cc(OC)c(OC)c(OC)c2)cn1	21	1	0.9	-6	10	20	19	7	2	-3	-3.3
CCOc1ccc(-n2c(=O)[nH]cc(C(=O)N3CCCc4ccccc43)c2=O)cc1	3	5	-0.1	8	-4	4	5	-7	-2	-1	2.3
Cc1ccccc1N(C(=O)CCC(=O)Nc1ccccn1)C(C(=O)NC(C)C)c1ccc(O)cc1 (centres undefined)	-2	6	-0.1	-21	10	9	15	2	16	x	-1.4
Cc1ccc(SCC(=O)N2CCC(C(N)=O)CC2)cc1	11	-3	0.6	17	-3	8	4	-9	-13	0	0.1
O=C(/C=C/c1ccco1)Nc1ccc(-c2nc3ccccc3[nH]2)cc1	6	9	5.0*	-1	-8	-17	2	10	-39	-5	-1.2
COc1ccccc1-n1c(=O)[nH]c2c(C(N)=O)nc(C3CCCCC3)nc21	4	-3	-0.1	15	-8	25	10	-12	-4	-1	5.6
Cc1c(C)n(CC(O)CSc2ccccc2)c2ccccc12 (centres undefined)	x	x	-0.2	x	x	9	x	-8	-16	x	-0.2
O=C(N/N=C/c1ccc(O)c(O)c1)N/N=C/c1ccc(O)c(O)c1	0	-8	0.0	-1	-16	7	-12	22	-55	x	-0.8
CCOC(=O)N1CCN(C(=O)c2cn(CC(C)C)c(=O)c3c2c2ccccc2n3C)CC1	-11	-13	0.2	17	-3	12	1	-1	-10	0	4.9
C=CCn1c(-c2cc(-c3ccccc3)sc2N)n[nH]c1=S	x	-16	0.0	-23	37	-16	-9	-16	-33	-2	-0.1
CC(C)(C)NC(=O)N1CCN(c2nc3ccc(Cl)cc3s2)CC1	7	-61	0.3	0	6	-255	-194	26	-45	-4	-0.3
CC(C)c1ccc(C(=O)N2CCN(CCO)CC2)cc1	32	-15	-0.1	-5	-5	8	7	-9	0	2	0.1
CC1CN(C(=O)c2cc(S(=O)(=O)N3CCCC3)c(Cl)cc2Cl)CC(C)O1 (centres undefined)	3	-3	-0.1	13	-10	-6	7	0	-1	0	0.5
CN(CP(=O)(O)C(O)c1ccccc1)S(C)(=O)=O (centres undefined)	-1	-7	-0.2	-14	-8	16	10	-7	-14	0	-0.8

(listing goes on)
SMILES	Shn3 inh set2	TRPM1 prom inh	aDG glyco up	CF NFkB inh	KKLEB tox	HIF-2a inh	Peg3 prom inh	TWEAK Fn14 block	NR2E3 ag-1	NR2E3 ag-2	iPSC survival up
O=C(CSc1nc(N2CCCCC2)nc(N2CCCCC2)n1)N1CCN(c2ccccc2)CC1	44	16	-0.3	18	-1	22	16	14	-25	x	-3.2
Cc1c(N2CCCCC2)[nH]c2ccccc12	-4	x	0.2	-61	10	14	-7	17	-29	x	-0.8
COc1ccccc1OCCOCCN1CCCC1	0	5	0.0	-2	-2	19	13	-2	-32	0	-0.1
Cc1ccc(S(=O)(=O)Nc2ccc(Nc3nccn4c(-c5cccc(OC(F)(F)F)c5)cnc34)cc2)cc1	15	x	2.7	1	-10	-31	-15	36	25	x	-1.6
O=C(NCCc1ccc(Cl)cc1)c1ccc2nc(N3CCOCC3)sc2c1	4	1	-0.2	4	-21	-10	-28	-11	-30	1	0.1
O=C(NCc1ccc(F)cc1)N[C@@H](Cc1ccccc1)C(=O)O	-7	9	0.1	4	1	10	-1	-8	5	0	0.5
COc1ccc(C)cc1N(CC(=O)NC(C)c1ccccc1)S(C)(=O)=O (centres undefined)	-17	7	0.1	-17	12	23	10	5	-12	3	0.1
Cc1ccc(N(CCCCN2C(=O)c3ccccc3C2=O)C(=O)c2cccs2)cc1	12	8	0.2	-9	-19	-6	5	5	-9	-3	-1.6
O=c1c2ccccc2n2nnnc2n1-c1ccccc1	x	8	-0.2	-4	14	1	-2	1	-17	-1	-1.3
CCN(CC)C(=O)Oc1ccc(Br)cc1C(=O)Nc1ccc(F)c(Cl)c1	-8	0	0.0	6	-6	18	20	1	-24	0	-0.7
Oc1ccc(Cl)c2cccnc12	30	35	0.1	46	-40	15	36	13	-15	x	1.7
COCCN(CCOC)C(=O)Nc1ccc(Cl)cc1	0	2	-0.5	4	-6	-49	-47	2	-7	-2	0.7
COc1cc2cncc(Cc3ccc(Cl)cc3)c2cc1OC	45	-27	1.1	72*	-14	9	6	75*	20	0	-0.3

Molecules shown so far that contain two or more sulfur atoms (4):
SMILES	Shn3 inh set2	TRPM1 prom inh	aDG glyco up	CF NFkB inh	KKLEB tox	HIF-2a inh	Peg3 prom inh	TWEAK Fn14 block	NR2E3 ag-1	NR2E3 ag-2	iPSC survival up
CCCCN(C(=O)Cc1ccc(S(=O)(=O)N2CCOCC2)s1)c1c(N)n(CCCC)c(=O)[nH]c1=O	-17	-2	0.3	-5	9	4	9	8	-18	-2	-0.5
Cc1c(NC(=S)SCc2ccccc2)c(=O)n(-c2ccccc2)n1C	-2	-2	-1.3	10	1	4	0	23	-19	0	1.6
c1ccc(-n2nnnc2SCc2cccc3nsnc23)cc1	19	-13	0.7	-8	12	0	6	6	-1	-2	12
C=CCn1c(-c2cc(-c3ccccc3)sc2N)n[nH]c1=S	x	-16	0.0	-23	37	-16	-9	-16	-33	-2	-0.1
